CHO-K1 Ca ag – counter-screen for M1 agonists: effect in parental CHO-K1 cells. Fluo-8 calcium fluorescence; scaled to maximal ATP response, vehicle zero. 360,000 tested, 0.48% active. activation, % at 3 µM; in the data active = activation above about 15%;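 also: untransfected CHO-K1 host cells lacking M1 receptor as counterscreen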
V1aR counter – agonists of human V1a receptor, primary screen, counter-screen for OXTR agonist project, fluorescence, CHO-V1R cells. Vasopressin V1a receptor (Homo sapiens), P37288. Fluo-8 calcium fluorescence, agonist mode; 0% DMSO, 100% 3 nM vasopressin. activation, % at 3 µM. 320,000 tested, 0.25% active;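 active = activation above the mean activation of all tested compounds plus 3 SD, per screening run, cut at about 20% in these data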;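 also: signal is peak over basal fluorescence ratio across a 100 second FLIPR read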
Target sequence (P37288 whole entry, looked up): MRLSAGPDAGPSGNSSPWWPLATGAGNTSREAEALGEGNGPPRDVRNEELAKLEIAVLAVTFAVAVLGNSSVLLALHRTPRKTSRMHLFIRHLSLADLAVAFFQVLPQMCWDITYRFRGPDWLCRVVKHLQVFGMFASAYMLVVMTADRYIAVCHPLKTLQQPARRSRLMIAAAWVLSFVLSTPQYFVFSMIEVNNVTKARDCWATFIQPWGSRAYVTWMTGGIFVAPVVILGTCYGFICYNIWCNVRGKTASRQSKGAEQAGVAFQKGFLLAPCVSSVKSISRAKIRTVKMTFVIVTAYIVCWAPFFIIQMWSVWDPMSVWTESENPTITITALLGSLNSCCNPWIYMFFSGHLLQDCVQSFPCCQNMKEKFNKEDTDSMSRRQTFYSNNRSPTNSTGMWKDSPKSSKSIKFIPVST
M1 PAM parental – nonselective calcium activators in parental CHO-K1 cells, primary screen, counter-screen for M1 PAM project, cell-based, Fluo-8 calcium fluorescence, full deck, 1536-well; activation, % at 3 µM; AID 602247, 2012; ATP EC20; 0% at ATP EC20, 100% at ATP max; 360,000 tested, 0.02% active;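 active = activation above the run cutoff, the mean activation of all test compounds plus 3 SD, cut at about 40% in these data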;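 also: peak over basal fluorescence ratio in a 140 s read after ATP addition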
OXTR potentiate – human OXTR potentiators, primary screen, fluorescence, CHO-OTR cells, Fluo-8 calcium. 320,000 tested, 0.061% active. Oxytocin receptor (Homo sapiens), P30559. Fluo-8 calcium fluorescence, potentiator mode; 0% = oxytocin EC15, 100% = EC100. activation, % at 3 µM;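 active = activation above that plate's cutoff, the mean activation of tested compounds plus 3 SD, cut at about 6.6% in these data, passing the limit was not always enough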;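 also: 100% uses oxytocin at 75 nM as the full agonist control; some results filed as inactive read as strong as hits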
Target sequence (P30559 whole entry, looked up): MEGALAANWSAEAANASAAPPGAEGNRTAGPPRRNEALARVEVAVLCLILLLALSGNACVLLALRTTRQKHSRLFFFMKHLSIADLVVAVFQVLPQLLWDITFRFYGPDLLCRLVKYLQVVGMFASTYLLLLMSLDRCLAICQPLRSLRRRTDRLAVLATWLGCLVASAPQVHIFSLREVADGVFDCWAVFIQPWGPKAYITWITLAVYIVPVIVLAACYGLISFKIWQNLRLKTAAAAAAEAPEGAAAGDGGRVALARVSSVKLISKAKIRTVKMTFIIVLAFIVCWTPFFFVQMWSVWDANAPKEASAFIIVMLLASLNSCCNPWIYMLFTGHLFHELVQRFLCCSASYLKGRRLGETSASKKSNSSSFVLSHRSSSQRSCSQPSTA
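test system = CHO-OTR cells, human receptor | compound = single-point 3.0 µM | schedule = 6 min compound pre-incubation at room temperature, 100 s kinetic read | signal = Fluo-8 no-wash calcium dye fluorescence, excitation 470-495 nm, emission 515-575 nm | repeats = single well per compound, singlicate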
M1 ag – human M1 muscarinic receptor agonists, primary screen, Fluo-8 calcium fluorescence, CHO-K1 cells, HTS; CHO-K1 hM1, agonist mode; 0% DMSO, 100% acetylcholine EC100; activation, % at 3 µM; Muscarinic acetylcholine receptor M1 (Homo sapiens), P11229; AID 588814, 2011; 360,000 tested, 0.33% active;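 active = activation above the run's mean compound activation plus 3 SD, cut at about 16% in these data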;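 also: peak over basal fluorescence ratio within a 140 s kinetic read after compound addition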
CHO parental Ca – ATP-evoked calcium signal inhibitors, parental CHO, primary screen, counter-screen for OX1R antagonist project, cell-based, fluorescence, Fluo-8 calcium dye | inhibition, % at 5.6 µM | parental CHO-K1, ATP-induced calcium, Fluo-8 fluorescence | 330,000 tested, 0.63% active | AID 463079, 2010;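 active = inhibition above that plate's mean sample inhibition plus 3 SD, cut at about 26% in these data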;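 also: 0% = ATP-challenged DMSO wells and 100% = DMSO wells without ATP; some compounds past the cut are filed as inactive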
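Material: parental CHO cells / Compound: single nominal dose of 5.6 µM per compound / Signal: Fluo-8 fluorescence / Replicates: singlicate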
TAAR1 antag – human TAAR1 antagonists, primary screen, Fluo-8 calcium fluorescence, CHO RD-HGA16 cells; antagonist; inhibition, % at 3 µM; 360,000 tested, 1.5% active; AID 624466, 2012;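 active = inhibition above a per-plate cutoff, the mean inhibition of test compounds on that plate plus 3 SD, cut at about 49% in these data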;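 also: 0% = DMSO plus EC80 beta-PEA response and 100% = DMSO alone without agonist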
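Material: RD-HGA16 CHO cells with stable hTAAR1 and Gα16; Dosing: single nominal final test compound concentration of 3 µM; Schedule: seeding 17-24 h prior, 75-min 37 °C, 30-min RT dye loading; Detection: kinetic Fluo-8 calcium fluorescence measurement; Measure: % inhibition from peak post-agonist over basal fluorescence ratio; Benchmarks: vehicle and agonist controls.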
CHO-K1 Ca antag – nonselective inhibitor or artifact in parental CHO-K1 cells; AID 602250; 360,000 tested, 0.6% active; inhibition, % at 3 µM; ATP-induced calcium, Fluo-8 fluorescence;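 active = inhibition above a per-plate cutoff, the plate's mean sample inhibition plus 3 SD, cut at about 24% in these data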;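 also: 0% = DMSO plus EC80 ATP and 100% = DMSO alone without ATP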
TAAR1 agonist – human TAAR1 agonists, primary screen, Fluo-8 calcium fluorescence, CHO RD-HGA16 cells; Trace amine-associated receptor 1 (Homo sapiens), Q96RJ0; 360,000 tested, 0.99% active; activation, % at 3 µM; vehicle wells 0%, saturating PEA agonist 100%;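 active = activation above the mean activation of all test compounds in the run plus 3 SD, cut at about 38% in these data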
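Test system: RD-HGA16 (CHO) cells co-expressing Gα16 and hTAAR1 / Benchmarks: DMSO vehicle as 0%, PEA at EC100 as 100% / Repeats: no replicates (n 1) / Measure: % activation from peak over basal fluorescence ratio, DMSO-to-PEA scaled / Timing: 17-24 h plating, Fluo-8 75 min 37 °C, 30 min RT / Technique: kinetic Fluo-8 calcium fluorescence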
* marks the source's active call; other numbers are inactive results; . = no result given.

canonical_smiles	CHO-K1 Ca ag	V1aR counter	M1 PAM parental	OXTR potentiate	M1 ag	CHO parental Ca	TAAR1 antag	CHO-K1 Ca antag	TAAR1 agonist
COC(=O)c1cccc(NC(=S)Nc2cccc(Cl)c2C)c1	1.7	0.7	15.7	-1.9	-2.9	5.1	8.5	-1.1	3.0
CN(C)C(=O)C1C2NC(=S)N(c3ccccc3)C1(C)Oc1ccccc12 (configuration not stated)	0.6	0.2	11.1	-24.7	-5.4	-8.8	-16.1	-14.9	1.6
CCCC(=O)NCc1ccccc1Cl	1.6	-0.8	10.0	-8.6	-2.7	0.5	0.7	-10.9	0.8
O=C(CNC(=O)c1cccs1)Nc1cccc(S(=O)(=O)N2CCOCC2)c1	0.2	.	-9.6	.	-1.2	.	-25.8	-3.8	1.4
CCOC(=O)C(CC1=CS(=O)(=O)c2ccc(Cl)cc21)(NC(C)=O)C(=O)OCC	4.7	.	9.8	.	-2.1	.	9.0	2.7	1.6
O=C1c2ccccc2CCC12N=NCC2c1ccc(Cl)cc1 (configuration not stated)	-0.2	-0.7	8.9	-18.3	-3.5	-21.4	10.8	-8.2	2.8
O=C(Nc1ccccc1C(=O)N1CCOCC1)c1ccc(Br)cc1	1.5	1.2	-20.1	3.0	-1.6	-8.8	.	5.0	.
Cc1nc(CC(=O)c2ccc(O)c(C)c2O)cs1	2.0	3.0	5.4	-4.8	-1.2	-4.4	-15.5	-14.3	0.9
CC1CCCN(S(=O)(=O)c2ccc([N+](=O)[O-])cc2)C1 (configuration not stated)	0.8	.	-7.9	.	-10.3	.	-2.2	-16.4	7.7
COc1ccccc1NC(=O)c1cc2cc(Br)ccc2cc1O	15.3*	12.7	-9.2	-23.2	-2.8	45.3*	24.0	28.6*	7.4
COc1ccc(NC(=O)CCC(=O)N2CCC(c3ccccc3)=N2)cc1S(=O)(=O)N1CCCCC1	-0.1	.	-0.9	.	-3.6	.	-15.9	-17.6	0.5
CCn1c(SCC(=O)N/N=C/c2ccccc2OCC(=O)O)nnc1-c1ccc(C(C)(C)C)cc1	0.0	-0.1	16.8	-4.2	-2.1	-1.8	-10.6	-7.3	4.8
COC(=O)[C@@H]1CC(O)CN1C(=O)C12CC3CC(CC(C3)C1)C2 (some centres not stated)	1.6	.	-6.4	.	-4.7	.	0.8	-5.0	1.0
COC(=O)c1ccc(CNC(=O)C2CCC(=O)N(CCN3CCOCC3)C2)cc1 (configuration not stated)	0.0	.	-1.7	.	-2.4	.	-14.1	6.8	0.6
O=C(COC(=O)Cc1c(Cl)cccc1Cl)NCC1CCCO1 (configuration not stated)	0.3	-0.2	5.1	1.9	-2.1	-11.1	-22.2	-9.0	3.1
COc1ccc(NS(=O)(=O)c2ccc3oc(=O)c4[nH]c(=O)c(=O)n(C)c4c3c2)cc1	0.2	-0.3	-1.8	-3.9	-0.9	-3.4	-17.7	1.2	6.5
CCn1ncc(Cl)c1C(=O)Nc1cc([N+](=O)[O-])ccc1OC	-0.3	0.8	14.0	-3.3	-5.9	-1.6	22.9	-2.0	-0.9
N#CC1=C(N)NC(SCC(=O)Nc2ccc(Br)cc2)=C(C#N)C12CCCCC2	5.1	2.0	9.6	-18.7	-0.1	23.2	27.9	16.4	19.7
COc1ccccc1N1CCN(C(CNS(=O)(=O)c2cc(F)ccc2F)c2cccnc2)CC1 (configuration not stated)	2.3	-0.3	29.5	-13.4	-9.1	-12.1	-12.7	-10.3	0.8
O=C(COC(=O)CCCOc1ccc(Cl)cc1Cl)NCc1ccccc1	3.9	3.1	21.9	-13.4	-4.4	-9.5	-5.3	-11.2	-0.5
CC(=O)c1cccc(-c2ccc(CN3C(CC(C)C)C(=O)N(Cc4cn(CC5CCCCC5)nn4)CCS3(=O)=O)cc2)c1 (configuration not stated)	0.2	.	-1.3	.	-3.2	.	31.1	0.2	-0.2
CNC(=O)C(Sc1ccccc1)c1ccccc1 (configuration not stated)	0.6	-0.6	-2.8	-4.2	-0.9	-15.0	3.2	6.0	3.3
CS(=O)(=O)c1ccc(-c2cccc(NC(=O)COc3ccccc3)c2)nn1	3.5	1.2	-1.9	-5.8	-8.0	-9.7	15.7	-6.5	4.5
COc1ccc(CNC(=O)CCS(=O)(=O)Cc2ccc(C)cc2)c(OC)c1	-0.6	-0.5	-7.1	-2.3	-5.7	-9.0	-19.4	-8.9	-1.9
O=C(Cn1cnc2cc([N+](=O)[O-])ccc2c1=O)N(Cc1ccccc1)C1CCS(=O)(=O)C1 (configuration not stated)	5.2	0.2	8.0	-10.6	-4.0	-15.6	-5.2	-9.9	0.8
O=C(CNC(=O)c1ccccc1)N/N=C/c1ccccc1Cl	0.3	0.3	11.9	-8.6	-9.2	-9.4	5.5	-6.6	10.6
Cc1ccccc1C(=O)Nc1ccc(-c2nc3ccc(C(=O)c4ccccc4)cc3[nH]2)cc1	2.0	1.4	-7.7	-5.3	-2.8	17.9	102.7*	34.1*	16.8
COc1cc2c(cc1/C=C/C(=O)O)OC(C)C2 (configuration not stated)	0.0	0.5	-9.7	2.3	-2.1	0.2	-22.3	-1.5	6.1
Cc1sc2nc(C(C)(C)C)oc(=O)c2c1C	0.1	0.1	7.1	-4.1	-3.0	-8.1	.	-4.8	.
CC(C)COc1ccc(C(=O)Nc2ccccc2[N+](=O)[O-])cc1	1.3	0.6	22.3	-6.2	-5.6	-27.1	-4.5	-21.8	1.2
NS(=O)(=O)c1cccc(NC(=S)NCc2ccccc2)c1	0.5	0.2	12.1	-4.9	-4.7	10.5	-6.0	-16.1	7.2
COc1cc(/C=N/NC(=O)c2cnn3c(C)cc(-c4ccccc4)nc23)ccc1O	3.3	1.1	21.6	-2.4	-2.4	-33.0	12.5	-7.6	13.8
CC(C)(C)c1ccc(C(=O)NC(=S)NNC(=O)c2cccs2)cc1	85.3*	93.0*	-16.3	-11.4	91.9*	30.8	104.7*	10.5	173.7*
S=C1NC[C@H](c2ccccc2)N1CCCCC1CCCCC1	1.0	-0.2	14.1	-2.5	-9.8	-12.5	20.0	-10.8	1.9
CCOc1ccccc1C=Nc1ccccc1C(=O)Nc1ccccc1	-0.1	-1.2	14.7	2.6	-3.0	-16.9	-14.3	-6.3	1.4
N#Cc1cn(CCCOc2ccccc2)c2ccccc12	-0.3	1.4	4.9	-6.5	-3.8	6.0	43.0	0.3	1.2
c1ccc(N2CCN(c3nc4ccccc4[nH]3)CC2)nc1	0.3	-0.2	6.8	-15.9	-7.9	-12.7	-22.8	-4.5	3.5
O=C(COC(=O)c1nc(Cl)c(Cl)c(Cl)c1Cl)NCc1ccccc1	-0.6	-1.4	-17.8	-2.1	-0.7	1.9	-2.9	-12.9	-0.7
CC1CCCN(C(=O)c2cccc(S(=O)(=O)NCc3ccccc3)c2)C1 (configuration not stated)	1.6	.	18.3	.	4.7	.	-16.9	-10.8	5.1
O=C(NC(=O)c1ccncc1)NC(c1ccccc1)c1ccccc1	1.6	0.3	20.7	-0.1	-6.0	-11.1	-0.7	-11.3	8.3

Quoted at random: four records from the list, in no set order.
canonical_smiles	CHO-K1 Ca ag	V1aR counter	M1 PAM parental	OXTR potentiate	M1 ag	CHO parental Ca	TAAR1 antag	CHO-K1 Ca antag	TAAR1 agonist
CNC(=O)C(Sc1ccccc1)c1ccccc1 (configuration not stated)	0.6	-0.6	-2.8	-4.2	-0.9	-15.0	3.2	6.0	3.3
S=C1NC[C@H](c2ccccc2)N1CCCCC1CCCCC1	1.0	-0.2	14.1	-2.5	-9.8	-12.5	20.0	-10.8	1.9
CS(=O)(=O)c1ccc(-c2cccc(NC(=O)COc3ccccc3)c2)nn1	3.5	1.2	-1.9	-5.8	-8.0	-9.7	15.7	-6.5	4.5
NS(=O)(=O)c1cccc(NC(=S)NCc2ccccc2)c1	0.5	0.2	12.1	-4.9	-4.7	10.5	-6.0	-16.1	7.2

Remaining list, next part.
canonical_smiles	CHO-K1 Ca ag	V1aR counter	M1 PAM parental	OXTR potentiate	M1 ag	CHO parental Ca	TAAR1 antag	CHO-K1 Ca antag	TAAR1 agonist
CN1CCN(CC(=O)Nc2ccccc2Sc2ccccc2)CC1	-0.2	1.1	-10.7	-4.8	-13.0	-14.5	-1.6	21.8	4.9
O=C(NCC(=O)N(Cc1cccs1)C(C(=O)NC1CCCC1)c1ccco1)c1cccs1 (configuration not stated)	3.4	0.0	9.6	-10.2	1.8	-20.0	33.6	3.4	20.2
Cc1ccc2cc(CCNC(=O)CCCc3ccccc3)c(=O)[nH]c2c1C	0.9	-0.5	6.5	-8.1	-3.5	-18.9	-23.0	-17.3	-2.0
Cc1ccc(NC(=O)Cn2c(=O)n(CCCC(=O)NCc3ccco3)c(=O)c3ccccc32)cc1	0.5	0.8	20.7	-2.7	-4.4	-7.3	-0.1	-17.5	1.5
CC(NC(=O)CSc1ncccn1)c1ccccc1 (configuration not stated)	0.2	0.3	-6.3	3.0	-4.1	0.8	8.0	-9.6	2.9
Cc1ccc(C2=NOC3(CC(=O)N(c4ccc(C)cc4)C3=O)C2)cc1 (configuration not stated)	1.7	1.6	25.9	-0.3	-2.2	-28.4	-1.1	-14.6	10.1
CCOC(=O)[C@]12CCCC=C1N(Cc1cccc3ccccc13)C(=O)[C@H](CC(=O)NCc1cccc(C(F)(F)F)c1)C2	0.2	.	-0.3	.	.	.	3.5	-2.6	2.7
CCCCCc1c(C)nc(N2CCOCC2)[nH]c1=O	0.4	2.0	8.4	0.7	-3.7	-10.0	6.6	-9.1	4.2
Cc1ccccc1OCC(=O)Nc1ccc(Cc2ccncc2)cc1	7.7	7.6	16.6	-18.5	-6.8	-14.3	9.4	5.0	5.1
Cc1cc(SCCC(=O)O)nc2c(C)cccc12	-0.3	1.2	-20.7	-17.2	-2.1	-6.9	3.6	8.5	5.8
CN1CCN(S(=O)(=O)c2cccc(C(=O)Oc3cccc(C#N)c3)c2)CC1	0.9	1.4	-4.8	-5.1	-3.1	-6.3	-20.8	3.1	0.2
